IP6K1 inhibitor: blocks human inositol hexakisphosphate kinase 1. actives 0.81% (n = 140,000). activity change, % (series mostly up to about 58 µM). IP6K1 kinase, ADP-Glo luminescence, 2 h; stronger effect = lower value. AID 1645851; in the data active = activity change below about -25%
Target sequence (Q92551 whole entry, looked up): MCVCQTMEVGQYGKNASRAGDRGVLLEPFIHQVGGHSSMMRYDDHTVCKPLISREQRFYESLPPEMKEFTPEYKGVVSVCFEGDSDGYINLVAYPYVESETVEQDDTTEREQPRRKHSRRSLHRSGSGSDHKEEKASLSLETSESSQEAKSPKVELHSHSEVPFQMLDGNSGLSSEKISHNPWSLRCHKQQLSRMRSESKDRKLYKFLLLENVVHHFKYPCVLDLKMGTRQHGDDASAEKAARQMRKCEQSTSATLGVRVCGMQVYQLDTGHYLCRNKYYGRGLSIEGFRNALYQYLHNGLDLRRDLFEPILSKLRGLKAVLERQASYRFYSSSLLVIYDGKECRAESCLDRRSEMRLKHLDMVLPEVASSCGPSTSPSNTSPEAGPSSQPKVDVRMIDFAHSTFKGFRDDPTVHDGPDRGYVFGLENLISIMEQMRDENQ
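ADP-Glo luminescence measures ADP made by human IP6K1 during a 2 h RT reaction with ATP/IP6 (mix at 1.3 mM/130 uM); top library doses 57.5 and 19.1 uM final.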
Luciferase inh: Photinus pyralis luciferase inhibition | purified P. pyralis luciferase, luminescence, biochemical | Potency, µM (titrated, usually from 115 µM), without a hit: at the top dose activity change, negative = inhibition, actives largely listed as inhibitors | P08659 | actives 2.5% (n = 76,000); also: potency is read from the fitted curve at half-maximal effect; nearly all actives have a fitted effect of over 65% in size
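Luminescence read by CCD imager after adding enzyme (10nM final) to wells holding compound, titrated in qHTS. Substrates 10uM each D-luciferin and ATP; buffer 50mM Tris acetate pH 7.5, 10mM Mg acetate, Tween-20, BSA.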
GPT2 inh: GPT2 alanine aminotransferase inhibition | Q8TD30 | Potency, µM (highest dose often 57.7 µM), without a hit: top-dose activity change, negative = inhibition, usual class: inhibitors | Recombinant GPT2, coupled pyruvate oxidase/HRP Amplex Red fluorescence | actives 0.25% (n = 100,000); also: potency is read from the fitted curve at half-maximal effect; nearly all actives have a fitted effect of over 60% in size; many of its hits are not listed in these tables
Target sequence (Q8TD30 whole entry, looked up): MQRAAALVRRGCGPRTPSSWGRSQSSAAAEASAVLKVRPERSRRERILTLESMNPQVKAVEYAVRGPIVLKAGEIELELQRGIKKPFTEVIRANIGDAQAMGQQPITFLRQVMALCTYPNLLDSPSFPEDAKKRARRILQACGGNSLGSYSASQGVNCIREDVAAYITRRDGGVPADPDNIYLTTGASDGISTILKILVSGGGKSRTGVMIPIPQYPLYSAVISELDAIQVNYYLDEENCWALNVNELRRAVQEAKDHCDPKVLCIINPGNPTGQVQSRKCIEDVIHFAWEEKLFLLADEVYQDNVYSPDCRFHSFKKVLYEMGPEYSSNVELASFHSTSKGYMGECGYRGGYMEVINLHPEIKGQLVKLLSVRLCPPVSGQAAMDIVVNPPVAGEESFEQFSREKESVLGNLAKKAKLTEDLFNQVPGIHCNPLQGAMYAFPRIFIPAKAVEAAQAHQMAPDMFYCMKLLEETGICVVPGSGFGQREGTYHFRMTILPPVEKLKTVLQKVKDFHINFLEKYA
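Recombinant GPT2 (10ng/uL) with 250uM a-KG and 2mM L-alanine, 30 min at room temperature, in HEPES pH 7.5 buffer. Pyruvate detected by pyruvate oxidase/HRP/Amplex Red fluorescence after 30 min in the dark; AOA (50uM) as positive control.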
HEK cytotox: cytotoxic compounds in HEK 293 cells; Potency, µM (doses to about 115 µM), inactives show top-dose activity change, negative = cytotoxicity, hits mostly inhibitors; actives 6.6% (n = 94,000); HEK 293 viability, ATP luminescence (CellTiter-Glo), 48-72 h; also: potency is read from the fitted curve at half-maximal effect; nearly all actives have a fitted effect of over 60% in size
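HEK 293 cells seeded at 250 cells/well were exposed to compound for 48 or 72 hr at 37 degree Celsius. Viability taken as ATP content by CellTiter-Glo luminescence.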
SNCA expr inhib: inhibitors of alpha-synuclein (SNCA) gene expression | HEK-293 SNCA-luciferase knock-in, luminescence, 24 h | Potency, µM (top dose mostly 57.2 µM), inactives show top-dose activity change, negative = inhibition, most hits filed as inhibitors | actives 0.17% (n = 140,000) | AID 1671194;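 also: potency is read from the fitted curve at half-maximal effect; plate controls were DMSO cells for no effect and cell-free wells for full effect; nearly all actives have a fitted effect of over 45% in size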
HEK293 viab: reduces viability of HEK-293 SNCA reporter cells | HEK-293-SNCA-luc viability, GF-AFC fluorescence, 24 h | actives 0.12% (n = 150,000) | AID 1671193 | Potency, µM (series often up to 57.1 µM), without a hit: at the top dose activity change, negative = cytotoxicity, hits mostly cytotoxic;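 also: potency is read from the fitted curve at half-maximal effect; 0% = DMSO-treated cells and -100% = medium-only wells without cells; nearly all actives have a fitted effect of over 30% in size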
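Cytotoxicity counterscreen: after 24 h compound treatment of genome-edited SNCA-luciferase HEK-293 cells, live-cell protease substrate GF-AFC read by fluorescence after 30 min; activity scaled between DMSO (0%) and medium-only (-100%), curves Hill-fitted.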
3T3 cytotox: cytotoxic compounds in NIH 3T3 cells. NIH 3T3 viability, CellTiter-Glo ATP luminescence, 48-72 h. actives 4.3% (n = 94,000). Potency, µM (titrated, usually from 96.7 µM), for the others: at the top dose activity change, negative = cytotoxicity, actives largely listed as inhibitors; also: potency is read from the fitted curve at half-maximal effect; nearly all actives have a fitted effect of over 55% in size
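Viability of NIH 3T3 cells after 48 or 72 hr compound treatment at 37 °C was assessed by CellTiter-Glo, with luminescence imaged following a 10 min room-temperature step.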
Numbers without * were called inactive; i = inactive; ? = inconclusive; . = no result given; [ ] = another dose, or the depositor's remark. Unless noted, calls follow the shape of the dose curve; as a rule, active = well fitted curve in the direction sought with a large enough effect; inconclusive = small, poorly fitted or top-dose-only effect, or another doubt; inactive = no such curve, though single readings can be large; an effect the other way counts as inactive or inconclusive. Unless noted, % is scaled to controls: 0 for no effect and ±100 for the full control effect.

| Structure | IP6K1 inhibitor | Luciferase inh | GPT2 inh | HEK cytotox | SNCA expr inhib | HEK293 viab | 3T3 cytotox |
| --- | --- | --- | --- | --- | --- | --- | --- |
| O=C(NCCc1ccc(Cl)cc1)c1ccc2nc(-c3ccccn3)oc2c1 | -2 | . | 5% | ? | -9% | 0% | ? |
| O=[S+]([O-])(c1ccccc1)N1CC(Oc2ccc(F)c(F)c2)C1 | 1 | . | i | -38% | 17% | 4% | -36% |
| O=C([C@@H]1C[C@H](F)CN1S(=O)(=O)c1cccc(Cl)c1)N1CCc2ccccc2C1 | -1 | 9% | 1% | -10% | -4% | -8% | ? |
| CN(Cc1ccccc1)C(=O)C1CCN(S(=O)(=O)c2ccc3c(c2)oc(=O)n3C)CC1 | 11 | . | . | . | 35%[activator] | 15% | . |
| COCCOc1ccc2c(n1)CCN(C(=O)Nc1ccc(C)c(C)c1)C2 | -20 | ? | i | -30% | 47%[activator] | 5%[12.5 µM] | ? |
| O=C(NCCc1ccc(Cl)cc1)C1CCN(c2ccnc3ccnn23)CC1 | 6 | . | i | ? | -25% | 0% | ? |
| O=C(COc1ccc(Cl)cc1)Nc1ccc(-c2nc3ccccc3s2)c(O)c1 | -8 | . | . | . | 2% | 16% | . |
| O=C(CCC1CCCC1)N1CCCC(c2nc(CCOCC3CCOCC3)no2)C1 (stereo not given) | -5 | -1% | 2% | ? | -11% | -25% | ? |
| COCCC(=O)N1CCC2(CCN(Cc3cccc(C)c3)CC2)C(CO)C1 (stereo not given) | 12 | 1% | -5%[11.5 µM] | 3% | -9% | 4% | 4% |
| O=C(c1cccnc1N1CC2CC(C1)[C@H]1CCCC(=O)N1C2)N1CC=C(c2ccccc2)CC1 (stereo not given in full) | 5 | -24% | i | -24% | 15% | -5% | -22% |
| CCOc1ccc(-c2nc3c(c(SCC(=O)Nc4ccccc4C)n2)Cc2ccccc2O3)cc1 | -6 | . | . | . | 21% | -1% | . |
| CCC(=O)N1CCc2cc(Br)cc(S(=O)(=O)NCCc3ccc(C)cc3)c21 | -3 | . | . | . | -26% | 9% | . |
| Cn1cc(CNC(=O)C[C@@H]2C[C@H]3O[C@H](CNC4CCOCC4)[C@@H](O)[C@H]3O2)cn1 | 2 | 2%[172 µM] | 4%[88.5 µM] | 4%[172 µM] | -5%[87.6 µM] | 7%[87.6 µM] | i |
| CCOC(=O)c1ccccc1NC(=O)Cn1ncc2c([nH]c3ccccc32)c1=O | -5 | . | . | . | 22% | -14% | . |
| CC(=O)N1CCCC1c1nc2ccccc2n1Cc1ccccc1F (stereo not given) | 25 | . | . | . | 18% | -3% | . |
| COc1ccc(OC)c(NC(=O)CSc2n[nH]c(-c3ccccc3Cl)n2)c1 | 2 | . | . | . | -10% | -18% | . |
| CCOc1ccc(NS(=O)(=O)c2ccc3[nH]cc(C(=O)N(C)Cc4ccccc4)c(=O)c3c2)cc1 | -13 | . | . | . | -21% | 22% | . |
| O=C(c1ccc(F)cc1)N1CCc2nc(-c3ccccc3)nc(-c3ccc(Cl)cc3)c2C1 | -7 | 9% | -2% | ? | -5% | -12% | ? |
| CN1CCN(CCCN2c3ccccc3Sc3ccc(Cl)cc32)CC1 | 10 | . | ? | . | 17% | -4% | . |
| O=C(NCCc1ccccc1F)C1CCN(c2ccnc3ccnn23)CC1 | 24 | . | -9% | ? | -6% | -1% | ? |
| O=C(C1CCOCC1)N1CCC(Oc2ccccc2-c2nc(-c3ccccc3)no2)C1 (stereo not given) | -15 | -14% | i | 32µM* | 1% | -25% | ? |
| O=C(NC1CCc2nnc(C3CC3)n2CC1)c1ccc2ccccc2n1 (stereo not given) | -3 | -7% | i | -8% | 2% | -9% | -7% |
| CN(C)c1ncccc1CNC(=O)COc1ccccc1Cl | 15 | -9% | -30% | ? | 12% | 5% | -19% |
| CN1CC(=O)N(c2ccccc2F)Cc2c1ncnc2N1CCc2ccccc2C1 | -7 | -4% | i | ? | 29% | -12% | ? |
| Cc1ccc(NC(=O)C2CCN(C(=O)c3ncn4c3COC(c3ccc(F)cc3)C4)CC2)c(F)c1 (stereo not given) | 0 | 13µM* | i | -1% | -31% | -14% | i |
| COc1cccc(CN2CCOC3CCN(Cc4cccc(Cl)c4)CC3C2=O)c1 (stereo not given) | -24 | 1%[172 µM] | -6%[88.5 µM] | ? | 11%[87.6 µM] | 4%[87.6 µM] | -25%[138 µM] |
| Cc1c(CC(=O)N2CCC(O)CC2)c2c(n1Cc1ccccc1F)CCCC2=O | 7 | 3% | ? | 1% | 27% | 7% | -16% |
| CCn1cc(S(=O)(=O)c2cc(C)cc(C)c2)c(=O)c2cc(F)c(N3CCCCC3)cc21 | -5 | . | . | . | 1% | -5% | . |
| COC[C@@H]1CN(c2ncccn2)C[C@H]1C(=O)N(C)Cc1ccco1 | 17 | 2% | i | -8% | -12% | -15% | 1% |
| CCc1ccccc1-n1nc(-c2c(C)nc3scc(CC(=O)NCCC(C)C)n3c2=O)cc1C | 0 | -3% | -7% | ? | ? | -21% | ? |

New compounds follow:
Order of results – IP6K1 inhibitor	Luciferase inh	GPT2 inh	HEK cytotox	SNCA expr inhib	HEK293 viab	3T3 cytotox
O=C(NCc1ccncc1)c1ccc(-c2ccc(N3CCCCC3)nc2)cc1
  -11	?	i	?	24%	?	-29%
Cc1ccc(NC(=O)Cn2cccc2-c2nc(-c3ccc4c(c3)OCO4)no2)cc1
  2	-9%	2%	?	6%	-11%	-27%
Cc1ccc(N2CC(c3nnc(NC(=O)c4ccco4)s3)CC2=O)cc1C (stereo not given)
  18	.	.	.	-5%	2%	.
Cc1occc1C(=O)N1CCc2n[nH]c(=O)n2CC1
  -13	5%	i	-2%	-2%	4%	0%
COc1ccccc1NC(=O)C1CN(C2CCCC2)C(=O)N1 (stereo not given)
  11	.	i	-18%[172 µM]	-11%[87.6 µM]	7%[12.5 µM]	-24%[138 µM]
O=C(NC1CCCCC1)c1c(-c2ccccc2)cc(=O)n2c1CCC2
  9	.	i	3%	-15%	-6%	-9%
O=[S+]([O-])(c1cccs1)N1CC(Oc2ccc3c(c2)OCO3)C1
  -14	.	2%	?	39%	10%	?
COc1ccc(NC(=O)[C@@H]2C[C@@H](O)CN2C2CCN(C(=O)c3cccc(OC)c3)CC2)cc1
  23	6%	i	-22%	?	-2%	-4%
O=[S+]([O-])(N[C@@H]1[C@@H](c2ccccc2)[C@@H](CO)N2CCCC[C@H]12)c1ccc(Cl)cc1
  -4	.	.	?	.	.	?
CC(C)CN1C(=O)c2ccccc2C(C(=O)Nc2nncs2)C12CCCCC2 (stereo not given)
  -5	7%	i	5%	-1%	3%	i
COC(=O)N(C)Cc1cccc(N2CCN(C(C)c3ccccc3)CC2)c1 (stereo not given)
  6	.	.	45µM*	.	.	?
c1cc(N2CCN(CCN3CCOCC3)CC2)ncn1
  -4	1%	i	-4%	-10%	4%	-2%
Cn1nnnc1C1CCCN(C(=O)C2CCCC2)C1 (stereo not given)
  -11	0%	i	i	-14%	14%	0%
CCc1ccc(CN2CCCC(CO)(Cc3ccc(F)cc3F)C2)cc1 (stereo not given)
  20	4%	-5%	?	5%	8%	79µM*
CN(Cc1ccccc1C(F)(F)F)CC1CCCCC1
  -6	-3%[172 µM]	i	i	-2%[87.6 µM]	-2%[87.6 µM]	i
Cc1ccc(C(=O)N2CCCCC23Cc2ccccc2NC3=O)cc1 (stereo not given)
  10	-3%[172 µM]	1%[88.5 µM]	?	1%[87.6 µM]	-20%[87.6 µM]	?
CCCCN1C(C(=O)c2ccccc2)=C(OC(=O)CC)c2ccccc2S1(=O)=O
  4	.	.	.	-27%	?	.
C[N+]1(C)[C@@H]2C[C@@H](OC(=O)C(O)(c3cccs3)c3cccs3)C[C@H]1[C@@H]1O[C@@H]12
  10	.	-7%	.	15%	-31%	.
CCOC(=O)c1ccc(Nc2cc(-c3ccccc3)nc(C)n2)cc1
  -2	.	.	.	21%	9%	.
COc1ccccc1Oc1c(NS(=O)(=O)c2ccc(C(C)(C)C)cc2)nc(-c2ncccn2)nc1OCCO
  1	.	-9%	.	-14%[25.6 µM]	13%[23.9 µM]	.
COC(=O)[C@@H]1Cc2c([nH]c3ccccc23)[C@H]2C[C@@H](NCc3cccnc3)C[C@@H](c3ccccc3)N21
  -13	-16%	i	22µM*	?	5%	?
COc1ccc(-n2nc(C(=O)Nc3cc(C)c(Cl)cc3OC)c3c4ccccc4n(C)c3c2=O)cc1
  3	.	.	.	11%	0%	.
CCn1nccc1C(=O)N1CCC(CCn2c(C)cnc2C)CC1
  29	.	i	?	-21%	20%	-28%
Cc1ccc(NC(=O)CCCn2nc(C)c3c(C)n(-c4ccccc4)nc3c2=O)c(Cl)c1
  15	.	.	.	8%	4%	.
Cc1cccc(NC(=O)C(Cc2ccccc2)n2cccc2)c1C (stereo not given)
  -9	.	.	.	-16%	4%	.
O=C(NCc1ccccc1)N1CCC(c2nc(C3CCOCC3)no2)CC1
  6	-7%	i	?	-7%	-1%	-14%
Cc1ccc(C2Cn3nnc(C(=O)N4CCN(C(=O)c5ccc(N(C)C)cc5)CC4)c3CO2)cc1 (stereo not given)
  -2	8%	?	-14%	22%	1%	4%

Part of the list above, set out differently.
canonical_smiles: COc1cccc(CN2CCOC3CCN(Cc4cccc(Cl)c4)CC3C2=O)c1 (stereo not given)
  IP6K1 inhibitor: -24; Luciferase inh: 1%[172 µM]; GPT2 inh: -6%[88.5 µM]; HEK cytotox: ?; SNCA expr inhib: 11%[87.6 µM]; HEK293 viab: 4%[87.6 µM]; 3T3 cytotox: -25%[138 µM]

canonical_smiles: CCn1cc(S(=O)(=O)c2cc(C)cc(C)c2)c(=O)c2cc(F)c(N3CCCCC3)cc21
  IP6K1 inhibitor: -5; Luciferase inh: .; GPT2 inh: .; HEK cytotox: .; SNCA expr inhib: 1%; HEK293 viab: -5%; 3T3 cytotox: .

canonical_smiles: CCc1ccc(CN2CCCC(CO)(Cc3ccc(F)cc3F)C2)cc1 (stereo not given)
  IP6K1 inhibitor: 20; Luciferase inh: 4%; GPT2 inh: -5%; HEK cytotox: ?; SNCA expr inhib: 5%; HEK293 viab: 8%; 3T3 cytotox: 79µM*

canonical_smiles: CCC(=O)N1CCc2cc(Br)cc(S(=O)(=O)NCCc3ccc(C)cc3)c21
  IP6K1 inhibitor: -3; Luciferase inh: .; GPT2 inh: .; HEK cytotox: .; SNCA expr inhib: -26%; HEK293 viab: 9%; 3T3 cytotox: .

Assay outcomes: PubChem BioAssay, National Center for Advancing Translational Sciences (NCATS)

A portion of the library (hit frequency here may not be typical).
